# High-throughput results deposited in PubChem by several laboratories.
# T cell modulator: modulates CD8 T cell binding to vesicles; AID 2052; calls only at 7 µM; 330,000 tested, 0.068% active; 2C CD8+ T cell-vesicle binding, flow cytometry; hits give low values;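 active = response, share of CD8 T cells binding vesicles, and their 90th percentile fluorescence all below set limits, cut at about 80% in these data, passing the limit was not always enough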
#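 Material: 2C TCR transgenic mouse naive CD8+ T cells, MACS-purified. Also added: QL9-charged Drosophila Ld/ICAM-1/B7-1 vesicles. Timing: binding 1.5 h at 37 °C. Measured by: high-throughput flow cytometry with anti-B7-1 and anti-CD8 staining. Read-out: percent CD8+ FL2 mean versus row control. Controls: Unloaded micro-vesicles (low), QL9 vesicles with 0.7% DMSO (high).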
# Myeloid diff 2: promotes myeloid progenitor differentiation | ER-HoxA9 myeloid progenitors, lysozyme-GFP differentiation, flow cytometry | calls only at 10 µM | 360,000 tested, 1% active | AID 624256;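 active = normalized GFP-positive differentiation at or above the plate's own cutoff, the solvent-only control mean plus 3 SD; inconclusive = no clear call, values can overlap the other calls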;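 note: cells exposed to compound for four days before flow analysis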
# NTR1 ag: NTR1-driven beta-arrestin-GFP spot formation – imaging, U2OS cells, high content, primary screen (AID 493036). agonist mode. activation, % at 20 µM. 330,000 tested, 0.17% active;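 active = activation at or above 40% of the spot to cytoplasm intensity ratio, with at least 20 cells analyzed; inconclusive = wells under 20 cells, flagged as cytotoxic or low count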;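 note: 0% = DMSO without peptide and 100% = 100 nM NTR1 peptide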
# Target sequence (P30989 whole entry, looked up): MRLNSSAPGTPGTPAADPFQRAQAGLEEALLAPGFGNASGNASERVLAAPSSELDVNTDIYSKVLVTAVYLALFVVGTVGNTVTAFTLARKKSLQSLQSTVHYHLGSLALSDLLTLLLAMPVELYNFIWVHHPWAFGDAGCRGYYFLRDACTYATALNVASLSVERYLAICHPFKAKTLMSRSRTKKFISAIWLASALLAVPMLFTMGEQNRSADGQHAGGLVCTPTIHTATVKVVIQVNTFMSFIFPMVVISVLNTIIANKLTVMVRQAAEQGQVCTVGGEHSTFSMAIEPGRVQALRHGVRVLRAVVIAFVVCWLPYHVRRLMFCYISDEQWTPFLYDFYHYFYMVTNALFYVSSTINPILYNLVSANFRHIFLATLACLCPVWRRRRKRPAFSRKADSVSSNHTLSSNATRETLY
# T cell modulator vesicle-bound %: second read-out of T cell modulator, no call of its own (marks repeat the call); double positive events, %; measured here: CD8+ vesicle-bound cell fraction;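 binding gate set so that unloaded-vesicle control wells show 10% double positive cells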
# NTR1 ag cell count 20 µM: second read-out of NTR1 ag, no call of its own (marks repeat the call); cell count; measured here: cell count, cytotoxicity flag
# Myeloid diff 2 GFP+ MAC1+ %: second read-out of Myeloid diff 2, no call of its own (marks repeat the call); GFP+ MAC1+ double positive, %; measured here: differentiation confirmed by MAC1 staining
# * marks the source's active call; other numbers are inactive results; i = inactive; ? = inconclusive; nt = not tested or not shown; + = active, no number.
compound	Myeloid diff 2 GFP+ MAC1+ %	T cell modulator	NTR1 ag	NTR1 ag cell count 20 µM	T cell modulator vesicle-bound %	Myeloid diff 2
Cn1c(=O)c(C(=O)N2CCc3ccccc32)cc2cccnc21	1.1	i	0.7	53	24.4	i
O=C(NC1CC1)C1=C[C@H](c2coc3ccccc3c2=O)C[C@H](OCCCCO)O1	1.0	i	-1.1	90	28.4	i
CCC(NC(=O)c1cncc(Br)c1)c1ccccc1 (stereo not drawn)	0.3	i	0.6	47	56.9	i
CC1(C)C(=O)N(c2ccccc2)C(=O)c2ccccc21	1.1	i	-1.3	42	16.7	i
O=C(Nc1cccc(S(=O)(=O)N2CCOCC2)c1)c1ccc(=O)[nH]c1	0.6	i	3.0	59	37.5	i
CCCc1cc(=O)[nH]c(SCC(=O)N2CCc3ccccc3C2)n1	1.5	i	-0.5	56	39.0	i
CCCCN1C(N)=NC[C@@H]1c1ccccc1	2.7	i	-3.9	60	36.8	i
CCN(CC)S(=O)(=O)c1ccc(N2CCCC2)c(NC(=O)c2nn(C)c(=O)c3ccccc23)c1	0.4	i	1.7	82	29.7	i
CN(C(=O)COC(=O)CCC(=O)c1ccccc1)c1c(N)n(Cc2ccccc2)c(=O)[nH]c1=O	0.4	i	-1.0	75	23.5	i
Cc1csc(SCC(=O)NC2CCC(C)CC2)n1 (stereo not drawn)	1.0	i	0.5	63	16.2	i
CC1CCN(C(=O)COC(=O)c2cccs2)CC1	0.8	i	1.2	61	34.4	i
Cc1cc(=O)oc2cc(OCC(=O)OC(C)C(=O)Nc3ccc(S(N)(=O)=O)cc3)ccc12 (stereo not drawn)	1.1	i	-0.3	62	57.1	i
Cc1cccc(NS(=O)(=O)c2ccc(C)c(C(=O)NCc3ccncc3)c2)c1	0.3	i	-0.4	49	23.1	i
CCN(Cc1nc2ccccc2c(=O)[nH]1)C(=O)CN1C(=O)NC2(CCCCC2C)C1=O (stereo not drawn)	0.1	i	0.6	53	26.6	i
Cc1cccc(C(=O)O[C@H]2[C@H](Cc3ccccc3)NS(=O)(=O)[C@H]3CC4C=C[C@]23O4)c1	4.0	i	1.0	78	19.9	i
CN(C)CCNC(=O)c1ccc(CS(=O)(=O)c2ccc(Br)cc2)o1	1.2	i	-1.2	70	35.4	i
CC(C)CN(C(=O)CSc1nnc(-c2cccs2)n1N)c1c(N)n(Cc2ccccc2)c(=O)[nH]c1=O	0.8	i	1.1	58	9.3	i
Cc1cccc[n+]1CC(=O)c1ccc(Cl)cc1	0.6	i	0.6	63	19.5	i
Cc1ccc(S(=O)(=O)NCCC(=O)NC2CCN(Cc3ccccc3)CC2)cc1	0.8	i	-0.3	68	42.6	i
CCN(CC)S(=O)(=O)c1ccc(N2CCOCC2)c(NC(=O)CN2C(=O)NC(C)(c3ccccc3)C2=O)c1 (stereo not drawn)	0.5	i	-0.3	83	36.3	i
CCCCN(C(=O)/C=C/c1ccccc1)C1CCS(=O)(=O)C1 (stereo not drawn)	0.5	i	0.5	60	29.9	i
O=C(CCCN1C(=O)NC2(CCCC2)C1=O)Nc1ccc(F)cc1	0.1	i	-2.5	60	46.4	i
CCCCCN(C(=O)CCC(=O)OCC(=O)N(C)Cc1ccccc1C)c1c(N)n(CCCC)c(=O)[nH]c1=O	1.5	i	0.4	106	30.9	i
COc1ccccc1C(=O)NC(=O)COc1ccc([N+](=O)[O-])cc1	2.1	i	1.5	60	18.0	i
Cc1cccc(NC(=O)CSc2nnc3ccc(-c4ccccn4)nn23)c1	0.5	i	-0.1	60	44.1	i
COc1ccc(CC(=O)Oc2ccc(Cl)cc2Br)cc1S(=O)(=O)N1CCOCC1	0.7	i	-0.5	69	38.2	i
CCOc1ccc(S(=O)(=O)NCCC(=O)NCCc2ccc(OCC)c(OCC)c2)cc1	1.2	i	-0.8	55	24.5	i
N#Cc1ccccc1OCC(=O)Nc1ccc(N2CCOCC2)cc1N1CCOCC1	1.0	i	0.2	48	29.4	i
CCCCN(C(=O)c1cc2c(s1)CCC2)c1c(N)n(CC(C)C)c(=O)[nH]c1=O	0.9	i	0.0	54	33.2	i
O=C(NCCN1CCOCC1)c1cccc(S(=O)(=O)Nc2ccc(Br)cc2)c1	1.1	i	-1.2	56	44.4	i

# Entries of single compounds as entered above. Order of values: Myeloid diff 2 GFP+ MAC1+ % | T cell modulator | NTR1 ag | NTR1 ag cell count 20 µM | T cell modulator vesicle-bound % | Myeloid diff 2
# CCOc1ccc(S(=O)(=O)NCCC(=O)NCCc2ccc(OCC)c(OCC)c2)cc1 in the list: 1.2 | i | -0.8 | 55 | 24.5 | i
# O=C(Nc1cccc(S(=O)(=O)N2CCOCC2)c1)c1ccc(=O)[nH]c1 in the list: 0.6 | i | 3.0 | 59 | 37.5 | i
# Cc1cc(=O)oc2cc(OCC(=O)OC(C)C(=O)Nc3ccc(S(N)(=O)=O)cc3)ccc12 (stereo not drawn) in the list: 1.1 | i | -0.3 | 62 | 57.1 | i
# CCCCCN(C(=O)CCC(=O)OCC(=O)N(C)Cc1ccccc1C)c1c(N)n(CCCC)c(=O)[nH]c1=O in the list: 1.5 | i | 0.4 | 106 | 30.9 | i
# CCN(CC)S(=O)(=O)c1ccc(N2CCOCC2)c(NC(=O)CN2C(=O)NC(C)(c3ccccc3)C2=O)c1 (stereo not drawn) in the list: 0.5 | i | -0.3 | 83 | 36.3 | i

# Continued:
compound	Myeloid diff 2 GFP+ MAC1+ %	T cell modulator	NTR1 ag	NTR1 ag cell count 20 µM	T cell modulator vesicle-bound %	Myeloid diff 2
CCc1noc(C)c1C(=O)Nc1cc(S(=O)(=O)N2CCCCC2)ccc1N(C)C	0.6	i	0.9	56	46.0	i
COc1cccc(NC(=O)COC(=O)CC2CC3CCC2C3)c1 (stereo not drawn)	2.1	i	0.5	55	35.5	i
Cc1ccc(S(=O)(=O)NCCC(=O)N2CCN(c3ccccc3)CC2)cc1C	1.7	i	2.1	52	4.7	i
CN(C(=O)CN1C(=O)c2cc(Cl)c(Cl)cc2C1=O)C1CCS(=O)(=O)C1 (stereo not drawn)	0.2	i	-0.9	66	41.7	i
Cc1c(C(=O)NCC(c2ccco2)N2CCCC2)sc2ccccc12 (stereo not drawn)	0.5	i	-0.5	44	53.0	i
N#CCC(=O)Nc1ccc(C(=O)NNC(=O)c2ccccc2-n2cccc2)cc1	0.7	i	0.8	105	32.2	i
Cc1ccc(CNS(=O)(=O)c2cc3c4c(c2)CCN4C(=O)CC3)cc1	0.2	i	-0.1	66	50.2	i
CC(C)(C)c1ccc(OCCC(=O)OCC(=O)Nc2ccc(N3CCOCC3)cc2)cc1	0.4	i	0.3	42	22.9	i
COc1cccc(CC(=O)OCc2csc(CC(=O)Nc3ccccc3C)n2)c1	0.3	i	-0.3	49	8.4	i
COc1ccc(C(CNC(=O)c2cccc(NS(=O)(=O)c3ccc(Br)cc3)c2)N(C)C)cc1 (stereo not drawn)	1.1	i	2.1	59	38.4	i
CCCn1nc(C(=O)NNC(=O)CSCC(=O)Nc2cc(C)on2)c2ccccc2c1=O	0.4	i	-1.0	70	23.3	i
CCCNC(=O)C(Cc1ccccc1)NC(=O)c1ccc(C(F)(F)F)cc1 (stereo not drawn)	2.1	i	-2.3	65	29.3	i
O=C(C[C@H]1C/C=C\CC[C@H](Cc2ccc(F)cc2)C(=O)OC[C@@H]2CCCN2C1=O)N[C@H](CO)Cc1ccccc1	1.5	i	1.1	66	14.0	i
CN(Cc1ccccc1)C(=O)COC(=O)c1cc2ccccc2oc1=O	0.2	i	1.3	65	48.7	i
CC(=O)N1CCN(c2ccc(NCc3ccc(-c4ccc(Br)cc4)o3)cc2)CC1	1.9	i	0.5	83	10.6	i
COc1cc(OC)cc(C(=O)Nc2ccc(N3CCOCC3)cc2N2CCOCC2)c1	0.2	i	3.2	53	36.4	i
C[C@H]1O[C@H](O[C@H]2[C@H](O[C@@H]3CC[C@@]4(C)C(CC[C@]5(C)C4CC=C4[C@@H]6CC(C)(C)CC[C@]6(C(=O)O[C@@H]6O[C@H](CO)[C@@H](O)[C@H](O)[C@H]6O)CC[C@]45C)C3(C)C)O[C@H](C(=O)O)[C@@H](O)[C@@H]2O)[C@@H](O)[C@@H](O)[C@@H]1O (stereo partly drawn)	1.8	i	-0.7	106	46.9	i
CC1(C)C[C@@H]1C(=O)N/C(=C\CCCCSC[C@H](N)C(=O)O)C(=O)O	2.0	i	-0.2	47	18.8	i
COCCN(C(=O)CSc1nnc(-c2ccco2)n1C)c1c(N)n(CC(C)C)c(=O)[nH]c1=O	1.3	i	1.0	54	23.9	i
CCOc1ccc(S(=O)(=O)N2CCC(C(=O)OC(C)C(=O)NC3CCCCC3C)CC2)cc1 (stereo not drawn)	0.7	+	-0.4	59	16.7*	i
Cc1ccc(N2CC(NS(=O)(=O)c3cccs3)CC2=O)cc1 (stereo not drawn)	1.1	i	0.2	48	44.2	i
O=C(CSc1nc2ncc(Cl)cc2[nH]1)N1CCOCC1	1.3	i	-1.6	33	36.1	i
Cc1c(C(=O)Nc2nnc(C3CC3)s2)oc2c(Cl)cccc12	0.7	i	3.0	47	35.4	i
CCCCn1c(N)c(N(CCOC)C(=O)COC(=O)C(C)(C)Oc2ccc(Cl)cc2)c(=O)[nH]c1=O	0.4	i	0.5	62	51.0	i
CC1(C)NC(=O)N(CC(=O)N2CCN(c3cccc(Cl)c3)CC2)C1=O	0.3	i	3.2	52	38.6	i
CCOC(=O)[C@@H]1[C@H]2COc3ccc(Br)cc3[C@H]2N2C(=O)N(c3ccc(C)cc3)C(=O)[C@@]12C	1.0	i	1.1	61	21.3	i
COc1ccc(NC(=O)C2=CC=CN3CCS(=O)(=O)N=C23)c(OC)c1	0.7	i	4.0	65	51.5	i
OCCN1CCN(CC/C=C2/c3ccccc3Sc3ccc(C(F)(F)F)cc32)CC1	5.8	i	6.1	69	44.8	i
CC1CCCN(C(=O)COC(=O)Cc2c[nH]c3ccccc23)C1 (stereo not drawn)	0.5	i	-0.6	81	39.7	i
CCC(=O)c1cn([C@@H](CCC(OC)OC)CC(=O)OC(C)(C)C)cc1CC	0.4	i	-4.8	64	28.3	i
CC(Oc1cccc(Cl)c1)C(=O)Nc1cc(S(=O)(=O)N2CCOCC2)ccc1N1CCCCC1 (stereo not drawn)	0.4	i	1.9	67	27.6	i
Cc1ccc(S(=O)(=O)c2nc(-c3cccs3)oc2N2CCC(C(N)=O)CC2)cc1	0.5	i	1.8	53	48.1	i
C=CCN([C@@H](CC(C)C)C(=O)OC)S(=O)(=O)N(CC=C)[C@@H](CC(C)C)C(=O)OC	3.2	i	-0.2	51	14.5	i
Cc1cccc(C)c1OCC(=O)Nc1oc(-c2ccccc2)c(-c2ccccc2)c1C#N	0.6	i	2.9	40	25.2	i
CN(c1ccccc1)S(=O)(=O)c1cccc(C(=O)OCC(=O)Nc2ccc3[nH]c(=O)[nH]c3c2)c1	0.8	i	0.0	48	21.5	i
Cc1ccccc1OCC(=O)OCC(=O)Nc1ccc(Cl)cn1	0.7	i	-2.1	47	8.4	i
COc1nc(N)nc(NC(=O)c2cccs2)c1N=O	nt	i	2.3	59	37.0	?
C=CCNC(=O)C1CC2c3ccccc3C1c1ccccc12 (stereo not drawn)	0.4	i	-0.7	46	34.9	i
Cc1c(NC(=O)CSc2nnc(-c3cccnc3)n2N)c(=O)n(-c2ccccc2)n1C	0.2	i	-0.8	93	25.9	i
C[C@H](NC(=O)c1ccc(C(C)(C)C)cc1)C(=O)N1CCOCC1	0.7	i	3.4	68	19.5	i
Cc1ccc(C)c(-c2nnc(NC(=O)COc3ccccc3)o2)c1	0.6	i	-0.5	73	41.4	i
O=c1c2cc(F)ccc2sn1-c1ccc(F)cc1	1.3	i	0.1	44	29.7	i
O=C1CN(C(=O)COC(=O)c2ccc(C(F)(F)F)cc2)c2ccccc2N1	0.5	i	-1.8	39	43.7	i
Cc1[nH]c2ccccc2c1C(=O)CN1C(=O)C(=O)N(CCC2=CCCCC2)C1=O	1.6	i	5.2	55	18.7	i
N#Cc1ccc(OCCN2CCc3ccccc3C2)cc1	0.4	i	-0.1	60	26.0	i
CC(C)NC(=O)Nc1ccc2c(c1)C(=O)N([C@H](C)CO)C[C@H](C)[C@@H](CN(C)C(=O)NC1CCCCC1)O2	0.5	i	1.5	58	21.1	i
O=C(CSc1nc2[nH]ncc2c(=O)[nH]1)Nc1ccc(Cl)cc1	1.4	i	-0.5	55	25.4	i
COc1ccccc1C(=O)NC(=O)COC(=O)c1ccc(Cl)cc1[N+](=O)[O-]	1.9	i	-0.5	75	36.2	i
N#Cc1ccc(OCC(=O)NNC(=S)NC2CCCCC2)cc1	0.7	i	0.0	69	46.5	i

# Not all compounds are listed; rates above refer to the full screens.
